S1P4 antag = blocks the human S1P4 receptor; O95977; S1P4-expressing cells, antagonist mode, reporter read-out; inhibition, % at 4.98 µM; 220,000 compounds, 0.26% hits; AID 1510; in the data active means inhibition above about 29%;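 further: 0% = wells stimulated with agonist and 100% = vehicle wells without agonist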
Ba/F3 V617F tox = reduce viability of Ba/F3 cells dependent on JAK2V617F; Ba/F3 EpoR-JAK2V617F viability, ATP luminescence; 220,000 compounds, 1.1% hits; inhibition, % at 5.6 µM;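 active means inhibition above the campaign mean plus 3 SD over all tested compounds, cut at about 24% in these data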;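 further: cytokine-independent growth of Ba/F3 cells driven by EpoR plus mutant JAK2; 0% = DMSO-treated cells and 100% = JAK inhibitor I control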
TRPML3 ag = agonists of human TRPML3 channel. Q8TDD5. HEK293 TRPML3-YFP, Fluo-8 calcium fluorescence; 100% = the carbachol control signal. activation, % at 3 µM. 220,000 compounds, 0.29% hits. AID 1448;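 active means activation above its plate's cutoff, the mean activation of the plate's test wells plus 3 SD, cut at about 12% in these data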;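 further: 0% = DMSO only wells and 100% = carbachol wells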
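Test system: HEK293 cells stably carrying human TRPML3-YFP; Doses: single dose, 3 µM final nominal compound, 0.3% DMSO final; Schedule: dye loading 1 h 37 °C then 30 min ambient, 125 s read; Technique: Fluo-8 calcium fluorescence; Benchmarks: high control carbachol 87 µM, low control DMSO.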
PERK inh = human PERK inhibition, primary cell-based screen. Q9NZJ5. CHO PERK-DD fusion, SEAP luminescence translation reporter. inhibition, % at 5.6 µM. 220,000 compounds, 0.17% hits. AID 1416;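 active means inhibition above the mean inhibition of all tested compounds plus 3 SD, set separately per screening campaign, cut at about 2.9% in these data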;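 further: PERK kinase domain activated by AP20187 dimerizer at 100 nM; 0% = DMSO with dimerizer and 100% = rapamycin at 8.4 µM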
Target sequence (Q9NZJ5 whole entry, looked up, the tested form may be a part): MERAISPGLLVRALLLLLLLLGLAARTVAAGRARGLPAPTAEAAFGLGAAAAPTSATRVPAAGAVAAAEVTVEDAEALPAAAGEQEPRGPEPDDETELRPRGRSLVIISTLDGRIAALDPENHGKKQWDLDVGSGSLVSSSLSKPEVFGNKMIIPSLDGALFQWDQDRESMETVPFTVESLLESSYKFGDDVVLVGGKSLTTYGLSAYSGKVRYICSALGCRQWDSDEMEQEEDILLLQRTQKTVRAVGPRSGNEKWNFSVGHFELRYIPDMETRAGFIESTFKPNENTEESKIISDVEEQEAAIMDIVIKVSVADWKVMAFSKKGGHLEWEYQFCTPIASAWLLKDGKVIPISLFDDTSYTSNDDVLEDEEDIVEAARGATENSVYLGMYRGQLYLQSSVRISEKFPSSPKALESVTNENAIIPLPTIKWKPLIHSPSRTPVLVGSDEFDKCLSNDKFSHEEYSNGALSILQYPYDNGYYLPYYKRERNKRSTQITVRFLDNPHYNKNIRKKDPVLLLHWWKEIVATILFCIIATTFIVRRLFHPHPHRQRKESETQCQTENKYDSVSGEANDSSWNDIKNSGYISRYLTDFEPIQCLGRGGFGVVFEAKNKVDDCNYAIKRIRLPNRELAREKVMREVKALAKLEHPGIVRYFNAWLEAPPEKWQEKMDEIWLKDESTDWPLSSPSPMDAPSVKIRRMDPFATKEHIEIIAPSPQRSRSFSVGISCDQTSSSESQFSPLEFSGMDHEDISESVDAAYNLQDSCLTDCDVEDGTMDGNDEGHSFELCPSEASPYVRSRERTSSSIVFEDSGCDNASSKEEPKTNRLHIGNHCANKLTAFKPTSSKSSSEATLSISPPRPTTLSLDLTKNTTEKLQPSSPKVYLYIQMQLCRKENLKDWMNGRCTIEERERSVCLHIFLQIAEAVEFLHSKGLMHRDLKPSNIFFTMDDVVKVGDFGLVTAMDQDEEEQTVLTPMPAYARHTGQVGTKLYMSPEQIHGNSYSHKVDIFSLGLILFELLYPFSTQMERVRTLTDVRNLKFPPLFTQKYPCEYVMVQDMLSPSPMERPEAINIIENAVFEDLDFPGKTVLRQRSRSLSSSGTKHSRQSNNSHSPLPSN
TRPN1 ag = activates the zebrafish TRPN1 channel. HEK293 zebrafish TRPN1-YFP, Fluo-8 calcium fluorescence; 100% = response to 87 µM carbachol. activation, % at 3 µM. AID 1424. 220,000 compounds, 0.18% hits;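 active means activation above its plate's cutoff, the mean activation of test wells on that plate plus 3 SD, cut at about 19% in these data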;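 further: 0% = DMSO alone and 100% = 87 µM carbachol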
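Control set: carbachol 87 µM as high control, DMSO as low control; system: HEK293 stable line with zebrafish TRPN1-YFP; read-out: % activation versus carbachol response; detection: intracellular calcium fluorescence with Fluo-8; doses: single test compound dose, 3 µM nominal, 0.3% DMSO; schedule: dye 1 h 37 °C plus 30 min RT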
BaF3 tox = counter-screen for JAK2V617F inhibitors: parental Ba/F3 viability inhibitors; 220,000 compounds, 1.1% hits; CellTiter-Glo ATP luminescence; AID 1486; inhibition, % at 5.6 µM;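 active means inhibition above a per-campaign cutoff, the mean inhibition of all tested compounds plus 3 SD, cut at about 27% in these data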;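 further: 0% = DMSO wells and 100% = JAK Inhibitor I control wells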
Calpain2 inh = calpain II (pig) inhibition | inhibition, % at 16 µM | purified calpain II, fluorogenic peptide substrate, 30 min | 220,000 compounds, 0.37% hits;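 active means inhibition above about 50%, limit read from the data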
S1P4 ag = activates the human S1P4 receptor; S1P4-expressing cell line, agonist reporter assay; activation, % at 4.98 µM; 220,000 compounds, 0.35% hits; in the data active means activation above about 11%;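 further: 0% = DMSO vehicle and 100% = reference agonist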
EP2 mod = modulates human prostaglandin E2 receptor EP2 signaling | P43116 | EP2-expressing cells, cAMP HTRF FRET, PGE2 co-stimulation | induction, % at 25 µM | 260,000 compounds, 0.83% hits;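 active means compounds whose cAMP rise, as percent of the full-agonist control response, exceeds 60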;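 further: rat C6 glioma line stably carrying human EP2 under a CMV promoter; the protocol text gives 20 µM as final concentration; 100% = response of wells given 1 µM PGE2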
* marks the source's active call; other numbers are inactive results; & = joins results of further samples.

smiles | S1P4 antag | Ba/F3 V617F tox | TRPML3 ag | PERK inh | TRPN1 ag | BaF3 tox | Calpain2 inh | S1P4 ag | EP2 mod
Cc1ccc(NC(=O)Cc2noc3ccccc23)nc1 | 2 | 0 | 0.4 | 0.1 | 0.8 | 1 | 13 | -0.7 | -1
Cn1c(SCC(=O)Nc2sc3c(c2C#N)CCC3)nnc1C1COc2ccccc2O1 (configuration not stated) | -17 | -1 | -0.9 | -0.7 | -1.3 | 5 | -59 | 1.2 | -15
CCOc1cc(-c2nc(C)c(C(C)=O)n2O)ccc1OCC(=O)Nc1ccccc1 | 1 | -1 | 0.5 | 0.5 | 1.2 | 4 | -19 | 0.3 | 16
Cc1ccc(S(=O)(=O)N2C(=O)C(C)SC2=Nc2ccccc2)cc1 (configuration not stated) | 0 | 4 | -0.3 | -0.2 | -0.8 | 6 | 14 | 2.8 | 7
NNC(=O)CSc1ncc(-c2ccccc2)[nH]1 | -10 | -1 | 0.6 | 1.2 | -0.6 | 3 | -24 | 0.3 | 11
CC(=O)SCCC(=O)N1C(C)CCCC1C(=O)O (configuration not stated) | 1 | 1 | 1.0 | 0.8 | 1.9 | 2 | 2 | -1.9 | 11
Cn1cccc1C(=O)NC(=O)COC(=O)c1cc(Cl)ccc1[N+](=O)[O-] | 4 | -1 | -0.1 | 1.7 | -0.7 | -3 | -27 | 0.5 | -5
COc1ccc2cc(CCl)c(Cl)nc2c1 | -14 | 2 | 0.9 | -0.7 | 0.5 | 1 | -26 | 0.3 | -71
Fc1ccc(CN2CCSCC2)cc1Br | -29 | -2 | 0.5 | 1.1 | 1.5 | 2 | -13 | -0.1 | 26
CC/C(=N\NC(=O)C(N)=O)c1ccccc1O | -14 | 1 | 0.3 | 1.4 | 0.8 | 2 | 19 | 0.8 | 14
CCCCN1C(=O)N(C)C2NC(=O)NC21 (configuration not stated) | -15 | -2 | 0.9 | 1.8 | 2.6 | -1 | -32 | 1.1 | -6
S=C1SCN(Cc2ccccn2)CN1Cc1ccco1 | -6 | 0 | 0.2 | 0.2 | 0.8 | 2 | -33 | 1.5 | 6
CCc1c(C(=O)NNC(=S)NCC2CCCO2)csc1C (configuration not stated) | -9 | 0 | -0.1 | 0.2 | -0.5 | 4 | -6 | 0.1 | -33
C/C(=N\O)C(=O)NCc1ccccn1 | -10 | -1 | 0.3 | 1.4 | 1.1 | 2 | 19 | 1.6 | 12
CC(=O)Nc1ccc(C(=O)N/N=C/c2cc(Br)cc(Br)c2O)cc1 | -9 | 5 | 0.8 | 0.6 | 1.3 | 8 | 3 | -2.2 | -76
CCCOc1ccc(C(=O)N2CCN(c3ccc(N)cc3Cl)CC2)cc1 | -11 | -1 | -0.8 | -0.5 | -0.6 | 2 | -33 | 0.2 | -56&-70
O=C(CC1NC(=O)NC1=O)Nc1cccc2ccccc12 (configuration not stated) | -2 | 0 | 0.9 | 0.0 | -0.5 | 2 | 15 | -0.1 | 0
CCOC(=O)C1(Cc2cccc(OC)c2)CCN(C/C=C/c2ccccc2)CC1 | 5 | 0 | 1.0 | -1.3 | 0.4 | 5 | 8 | -0.6 | -6
CNS(=O)(=O)c1cccc(C(=O)OCC(=O)c2cc3ccccc3o2)c1 | -6 | 0 | 0.4 | -0.5 | 0.4 | 11 | 14 | 3.5 | -37
NC1=NN=C(N2N=C(c3ccc(Br)cc3)CC2(O)C(F)(F)F)n2ncnc2C1 (configuration not stated) | -11 | 2 | -0.1 | -0.1 | -1.5 | 3 | -263 | 1.3 | -9
CN(CCC#N)C(=O)COc1ccc(Br)cc1Cl | -6 | -3 | 1.0 | -0.2 | -1.2 | 3 | 14 | 1.3 | -5
Cc1nn(-c2ccccc2)c(C)c1N | 4 | -6 | 0.3 | 0.5 | 0.2 | -3 | -3 | -0.5 | -15
O=C1OC(/C(=C\Nc2cc(Cl)ccc2O)[N+](=O)[O-])c2ccccc21 (configuration not stated) | 1 | 46* | 0.6 | -0.1 | -1.2 | 13 | 20 | -0.8 | -37
Cc1ccc(-c2ccccc2NC(=O)CCl)o1 | -3 | 2 | 1.6 | -0.1 | 1.2 | 9 | 4 | -3.4 | -6

Overlap with the part before: 2 compounds, then new ones.
smiles | S1P4 antag | Ba/F3 V617F tox | TRPML3 ag | PERK inh | TRPN1 ag | BaF3 tox | Calpain2 inh | S1P4 ag | EP2 mod
O=C1OC(/C(=C\Nc2cc(Cl)ccc2O)[N+](=O)[O-])c2ccccc21 (configuration not stated) | 1 | 46* | 0.6 | -0.1 | -1.2 | 13 | 20 | -0.8 | -37
Cc1ccc(-c2ccccc2NC(=O)CCl)o1 | -3 | 2 | 1.6 | -0.1 | 1.2 | 9 | 4 | -3.4 | -6
CN=c1scc(-c2ccco2)n1/N=C/c1ccc(O)c(O)c1 | 15 | 100* | 0.2 | -0.5 | -0.6 | 54* | -113 | 1.7 | -41
O=C(CCCc1ccccc1)Nc1ccccn1 | 4 | -1 | 0.4 | 1.3 | 0.5 | 3 | 1 | 0.9 | 9
COc1ccc(-c2csc3nc(-c4cccnc4)nc(Cl)c23)cc1OC | -7 | 8 | -0.5 | -1.1 | 0.5 | 15 | 6 | 0.3 | 28
O=C(COn1nnc2ccc(S(=O)(=O)N3CCOCC3)cc21)Nc1c(F)c(F)c(F)c(F)c1F | 14 | -2 | 0.9 | -0.6 | -0.6 | 0 | 14 | 0.6 | -30
CCS(=O)(=O)Nc1ccc(C2=NN(C(=O)c3ccco3)C(c3ccc(C)cc3)C2)cc1 (configuration not stated) | -5 | 0 | -0.9 | -0.3 | -0.7 | 5 | -55 | -2.3 | -38
COc1ccc(NS(=O)(=O)c2cc(C)ccc2NC(=O)c2cc(C)oc2C)cc1 | -9 | 75* | -1.1 | -1.1 | -0.9 | 79* | -12 | 0.2 | -38
O=C(CSc1nccc(=O)[nH]1)NCc1ccco1 | 8 | 1 | 1.3 | 2.0 | 2.9 | -1 | -9 | 0.0 | -9
COc1ccc2cc(C3CC(c4cccs4)=NN3C(C)=O)c(Cl)nc2c1 (configuration not stated) | -17 | -1 | 1.1 | 0.2 | 1.3 | -1 | 24 | 1.6 | 0
C=CCNC(=S)NNC(=O)c1cccn(Cc2ccc(Cl)cc2Cl)c1=O | -3 | 30* | 1.8 | 0.1 | 0.8 | -3 | 14 | 0.1 | -23
Cn1ncc2c(Nc3cccc4ccccc34)ncnc21 | -4 | -1 | 0.2 | 0.9 | 3.0 | 11 | -57 | -0.1 | 23
Cc1cc(C)c(C#N)c(SCS(=O)Cc2ccccc2)n1 (configuration not stated) | -4 | 7 | -0.1 | -0.9 | -0.2 | 11 | -13 | -1.5 | -34
CCC(c1ccccc1)c1nc(-c2cccnc2)no1 (configuration not stated) | -8 | -4 | 0.1 | 1.0 | 0.1 | -2 | 11 | 1.0 | 9
CCCC(=O)NC(=S)Nc1cccc(Cl)c1N1CCCCC1 | -18 | 4 | -0.4 | 0.8 | 1.2 | 6 | 42 | -2.8 | 26
CCC(=O)Nc1sc(C(=O)Nc2ccccc2)c(C)c1C(=O)OC | -13 | -2 | 0.0 | 0.3 | -1.5 | 3 | -2 | 1.6 | -50&-4
c1ccc2c(c1)nc(NCC1CCCO1)c1nnnn12 (configuration not stated) | -19 | -3 | 0.7 | 0.8 | 1.0 | -2 | -155 | -0.8 | -6
O=C(OCc1nnc(-c2ccccc2)o1)c1ccc(S(=O)(=O)NCc2ccco2)cc1 | -21 | -5 | 0.6 | 0.8 | 0.2 | 1 | -34 | -1.2 | -26
Cc1cccc(NC(=S)N2CCC(N(C)CC3CCCO3)CC2)c1 (configuration not stated) | -3 | 4 | 0.3 | 0.0 | 0.8 | 4 | 10 | -1.2 | -26
CCC(=O)NC(O)C(=O)c1ccc(C)cc1 (configuration not stated) | -4 | -1 | 1.4 | 1.1 | -0.1 | 6 | -45 | 1.1 | -1
c1ccc(SCc2nc3ccccc3[nH]2)cc1 | -8 | 2 | 0.1 | -0.1 | -0.6 | 3 | 17 | 7.2 | -21
CNC(=O)COC(=O)c1cc(SC)ccc1Cl | -9 | 2 | 0.5 | -0.2 | -0.3 | 4 | -21 | 0.1 | 8
COc1ccc(S(=O)(=O)N2CCN(Cc3ccc4c(c3)OCO4)CC2)c2ccccc12 | -9 | -4 | 0.0 | 2.0 | 0.6 | 8 | -15 | 1.0 | -2
CC(NC(=O)Nc1ccccc1C(F)(F)F)C1CCCO1 (configuration not stated) | -20 | 2 | 0.8 | -0.3 | 0.5 | 9 | -2 | -0.2 | 23
COc1ccccc1NC(=S)N(CCN(C)C)C(C)c1ccncc1 (configuration not stated) | -7 | 1 | 0.5 | 0.4 | 0.4 | -2 | -2 | -0.6 | -10
Cc1ccc(C(=O)C(OC(=O)COc2ccccc2C)c2ccccc2)cc1 (configuration not stated) | -7 | -4 | 2.5 | 0.9 | 2.4 | 1 | 17 | -2.8 | 7
CCOC(=O)c1ccc(NC(=O)C2=C(C)Nc3nc(CCCO)nn3C2c2cccc(C)c2)cc1 (configuration not stated) | 24 | 6 | -0.2 | 0.0 | -0.1 | 11 | 1 | -3.6 | 11
Cc1cccc(OCC(=O)N2CCN(C(=O)Cc3ccccc3)CC2)c1 | -19 | 2 | 0.4 | -0.5 | 1.2 | -1 | 7 | 2.4 | 0
COc1ccc(C)cc1NC(=O)CN1CCN(c2ccccc2F)CC1 | -14 | 0 | -0.3 | -0.9 | 0.2 | 3 | -33 | 1.2 | -3
CCn1c(=O)cc(OCC(=O)NCCc2ccc(OC)c(OC)c2)c2ccccc21 | -6 | 2 | 0.7 | 0.7 | -0.2 | 6 | -18 | -0.4 | 10
CC(C)N(C(=O)CSc1nc2ccccc2n1Cc1ccc(F)cc1)C(C)C | 14 | -3 | 5.4 | -0.3 | -1.7 | 3 | 32 | 3.8 | 44&33
CCOc1ccc(-c2nnn(CC(=O)c3ccc4c(c3)OCCO4)n2)cc1 | -5 | 1 | 1.6 | 1.1 | 2.8 | 7 | 43 | -0.3 | -27&-52
COc1ccc2nc(SCC(=O)NC(C)C)[nH]c2c1 | 4 | 1 | -0.3 | 0.3 | 0.2 | 8 | 3 | 0.5 | 32
CC1CN(C(=O)c2ccccc2Oc2ccccc2)CC(C)O1 (configuration not stated) | -12 | -4 | 0.1 | 0.5 | -0.8 | -1 | -24 | 1.6 | 38
Cc1cccc(OCC(=O)NCC(=O)N/N=C/c2ccc(O)cc2O)c1 | 1 | 3 | -0.5 | 0.6 | 1.3 | 1 | -13 | -1.0 | -30
O=C(NCC(=O)N(c1cccnc1)C(C(=O)NC1CCCC1)c1cccs1)c1cccs1 (configuration not stated) | 11 | -1 | -0.2 | 1.0 | 0.8 | 10 | 6 | 1.9 | 10
Cc1cc(C)nc(NS(=O)(=O)c2ccc(NC(=O)c3ccc(N4C(=O)CCC4=O)cc3)cc2)n1 | -23 | 1 | 0.4 | 0.1 | 0.6 | 6 | 21 | 8.6 | 20
NCCCC[C@@H](C(=O)N1CCNCC1)n1cc([C@@H](N)CO)nn1 | 0 | 1 | 0.7 | 1.3 | 2.3 | 2 | -9 | -1.1 | 7

From PubChem
